hERG rescue: hERG rescue from dofetilide block, primary screen, cell-based, CHO-hERG, FluxOR thallium flux, dofetilide IC70; activation (rescue from dofetilide block), less the hit threshold, % at 10 µM; Voltage-gated inwardly rectifying potassium channel KCNH2 (Homo sapiens), Q12809; hit rate 0.51% among 310,000; dofetilide IC70 present;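 active means activation above the mean of controls blocked by dofetilide plus 5 SD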;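 further: thallium influx through hERG after potassium depolarization seen as dye fluorescence rise; in these data hits start at about 4.7%; inactives centre near -7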
RGS4 block: RGS4 inhibitors, primary screen, cell-based, HEK293 M3R inducible RGS4, calcium flux. Fluo-4 calcium flux; active compounds read high; triggered by carbachol at its EC20. hit rate 0.45% among 310,000. B-score at 10 µM. AID 463165, 2010. Regulator of G-protein signaling 4 (Homo sapiens), P49798;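 active means B-score, a plate-corrected calcium signal, over three deviations above library mean, with baseline fluorescence within five deviations of library mean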;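 further: RGS4 expression induced by doxycycline in cells with stable M3 receptor; B-score is computed from the integrated fluorescence ratio over baseline after carbachol; higher B-score means a larger calcium signal and so more RGS4 inhibition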
KCNQ1 act: potentiators or activators of KCNQ1 channel, primary screen, cell-based, thallium flux, high-throughput | Potassium voltage-gated channel subfamily KQT member 1 (Homo sapiens), P51787 | B-score at 10 µM | hit rate 0.35% among 310,000 | CHO-K1 KCNQ1, thallium flux FluxOR fluorescence; active compounds read high;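 active means fluorescence ratio B-score, a plate-corrected score, at least three library SD, with initial intensity B-score within 5 SD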
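System: CHO-K1 cells stably expressing KCNQ1 / Medium: assay buffer for compound exposure, DMSO matched across wells / Reagent: thallium- and potassium-containing depolarizing buffer / Compound: one concentration, matched DMSO / Incubation: 20 min compound pretreatment at room temperature / Measured by: kinetic FluxOR fluorescence, 10 s baseline plus 110 s post-stimulus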
SKKanGAS inh: S. pyogenes SKKanGAS growth inhibitors in kanamycin, primary screen, streptokinase expression inhibitor project, SKKanGAS strain, BacTiter-Glo luminescence. hit rate 1.3% among 300,000. inhibition, % at 7.5 µM. 6 h;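 active means mean replicate score, as percent of positive control median, at least 50; inconclusive means mean below 50 but one replicate at or above 50; inactive means mean and every replicate below 50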;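 further: strain carries kanamycin resistance gene driven by streptokinase promoter and grows in 40 µg/ml kanamycin; loss of luminescence reflects streptokinase promoter inhibition or plain growth inhibition; 0% = median of DMSO wells and 100% = positive control at its reference dose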
ANO1 block: TMEM16A chloride channel inhibitors, primary screen, cell-based, HTS; HEK293 TMEM16A/YFP iodide influx fluorescence, ionomycin; hit rate 1.2% among 310,000; Anoctamin-1 (Mus musculus), Q8BHY3; normalized B-score (activity score, 25-100; higher = stronger inhibition) at 10 µM;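 active means ratio plate-corrected score three or more library SD toward inhibition, starting fluorescence score within five deviations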;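 further: score derived from kinetic fluorescence span divided by baseline fluorescence per well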
Target sequence (Q8BHY3 whole entry, looked up): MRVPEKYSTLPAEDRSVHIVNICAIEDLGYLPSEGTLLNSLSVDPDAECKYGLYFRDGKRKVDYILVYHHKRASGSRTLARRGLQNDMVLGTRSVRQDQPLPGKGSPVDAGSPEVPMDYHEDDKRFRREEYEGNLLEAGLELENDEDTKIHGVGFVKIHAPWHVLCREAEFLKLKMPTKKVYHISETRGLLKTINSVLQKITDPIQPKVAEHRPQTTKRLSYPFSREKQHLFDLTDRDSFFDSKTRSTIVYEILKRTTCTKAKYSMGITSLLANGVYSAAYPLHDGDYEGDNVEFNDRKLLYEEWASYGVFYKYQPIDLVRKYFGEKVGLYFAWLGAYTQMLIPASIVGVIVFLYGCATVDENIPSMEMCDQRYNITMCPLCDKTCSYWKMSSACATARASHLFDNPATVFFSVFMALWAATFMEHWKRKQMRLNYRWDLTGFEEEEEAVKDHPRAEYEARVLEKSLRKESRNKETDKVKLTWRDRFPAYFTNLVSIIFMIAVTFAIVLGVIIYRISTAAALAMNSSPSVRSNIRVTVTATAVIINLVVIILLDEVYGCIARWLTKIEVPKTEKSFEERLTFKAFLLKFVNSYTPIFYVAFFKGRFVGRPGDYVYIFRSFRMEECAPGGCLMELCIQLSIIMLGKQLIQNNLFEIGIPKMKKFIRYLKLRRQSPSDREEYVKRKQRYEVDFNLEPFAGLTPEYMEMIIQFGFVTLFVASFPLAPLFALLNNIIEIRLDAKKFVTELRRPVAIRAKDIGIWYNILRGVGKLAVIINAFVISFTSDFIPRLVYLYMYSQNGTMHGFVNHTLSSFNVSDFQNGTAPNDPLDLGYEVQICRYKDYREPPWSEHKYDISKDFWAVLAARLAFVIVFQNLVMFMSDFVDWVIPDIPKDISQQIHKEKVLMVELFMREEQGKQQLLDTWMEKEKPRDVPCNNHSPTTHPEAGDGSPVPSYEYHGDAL
ANO1 activ: TMEM16A chloride channel activators or potentiators, primary screen, cell-based, HTS; AID 623877, 2012; hit rate 0.3% among 340,000; HEK293 TMEM16A/YFP-H148Q/I152L, iodide quench fluorescence; active compounds read low; Anoctamin-1 (Mus musculus), Q8BHY3; B-score at 10 µM;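 active means fluorescence-ratio B-score plate-corrected deviation score at least 3 library SD below zero, with starting fluorescence score within 5 deviations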;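 further: channel opened by trigger with iodide after compound preincubation; score built on the fluorescence ratio of max minus min over baseline; more negative score means more quench and so TMEM16A activation or potentiation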
RGS4 act: RGS4 potentiators or activators, primary screen, cell-based, HEK293 M3R inducible RGS4, calcium flux. carbachol calcium flux Fluo4; active compounds read low. B-score at 10 µM. hit rate 0.92% among 310,000;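 active means B-score of the integrated calcium signal more than 4 SD below the library mean, with starting fluorescence not abnormally high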;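 further: negative B-score means reduced calcium response which marks RGS4 activation or potentiation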
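test system = M3R-expressing HEK293 line, RGS4 induced by doxycycline | probe or stimulus = carbachol at ECmax as muscarinic agonist stimulus | timing = dye loading 30 min 37 °C, buffer rest 30 min RT | signal = calcium dye Fluo4 fluorescence | evaluation = B score from integrated fluorescence ratio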
KCNK9 block: KCNK9 potassium channel inhibitors, primary screen, HEK293 cells, thallium flux | Potassium channel subfamily K member 9 (Homo sapiens), Q9NPC2 | FluxOR thallium flux fluorescence; active compounds read low | B-score at 10 µM | hit rate 1.2% among 310,000 | AID 488922, 2010;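 active means ratio B-score over 3 SD below the library mean, with starting fluorescence within 5 SD of its mean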;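 further: negative B-score means less thallium flux so channel inhibition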
KCNQ1 block: inhibitors of human KCNQ1 channel, primary screen, cell-based, thallium flux, high-throughput; Potassium voltage-gated channel subfamily KQT member 1 (Homo sapiens), P51787; CHO-K1 KCNQ1, FluxOR thallium flux fluorescence; active compounds read high; B-score at 10 µM; hit rate 1.3% among 310,000;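 active means compounds whose thallium flux B-score, printed positive for inhibition, exceeds three library SD while starting fluorescence stays within three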;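 further: channel opened by potassium depolarization with thallium stimulus after 20 min compound exposure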
HDAC3 inhib: HDAC3 deacetylase inhibitors, primary screen, biochemical, fluorescence, cell-free homogeneous; Histone deacetylase 3 (Homo sapiens), O15379; recombinant HDAC3, fluorogenic peptide/trypsin coupled; inhibition, % at 8.3 µM; hit rate 0.15% among 320,000; in the data active means inhibition above about 26%, passing the limit was not always enough; inconclusive means no clear call, values can overlap the other calls
KCNK3 inh: human KCNK3 channel inhibitors, primary screen, CHO cells, FluxOR thallium flux, B-score; FluxOR fluorescence; active compounds read low; B-score at 10 µM; hit rate 0.84% among 340,000;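 active means B-score under library mean minus 4 SD, starting fluorescence ratio at most library mean plus 5 SD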;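 further: more negative B-score means stronger inhibition of thallium flux through KCNK3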
* = called active by the depositor; i = inactive; u = inconclusive; x = not tested or not shown. Not a hit list; overall some 6.3% were active at least once.

SMILES	hERG rescue	RGS4 block	KCNQ1 act	SKKanGAS inh	ANO1 block	ANO1 activ	RGS4 act	KCNK9 block	KCNQ1 block	HDAC3 inhib	KCNK3 inh
CNc1cc(CSC)nc(SCc2ccc(Cl)c(Cl)c2)n1	-2	i	i	36	i	i	i	i	i	3	i
O=C(Nc1ccc(Cl)c(Cl)c1)NC1CCS(=O)(=O)C1 (configuration not stated)	-8	i	i	2	i	i	i	i	i	-2	i
COCCCNC(=O)COc1ccc(Cl)c(C)c1	-9	i	i	-1	i	i	i	i	i	6	i
COc1ccc(NC(=O)C(c2ccccc2)c2ccccc2)c(OC)c1	-8	i	i	2	i	i	i	i	i	8	i
O=C1C2N=NN(CC(=O)N3N=C(c4cccc5ccccc45)CC3c3ccccc3)C2C(=O)N1c1ccccc1 (configuration not stated)	-12	i	i	u	i	i	i	i	i	-14	i
Cc1ccc(-c2nc(N)n(C(=O)c3cccnc3)n2)cc1	-7	i	i	4	i	i	i	i	i	-5	i
COc1ccc2c(c1)CCc1c(C(=O)Nc3c(C)n(C)n(-c4ccccc4)c3=O)noc1-2	-10	i	i	1	i	i	i	i	i	4	i
C=CCn1c(SCC(=O)Nc2ccc(C(=O)OCC)cc2)nnc1-c1sc(N)nc1C	-9	i	i	3	i	i	i	i	i	11	i
COCc1cc(=O)n2c(-c3ccccc3OC)n[nH]c2n1	-8	i	i	15	i	i	i	i	i	-4	i
CN(CC(=O)NCCc1ccccc1)S(=O)(=O)c1ccc(Br)s1	-4	i	i	-5	i	i	i	i	i	2	i
O=C(N/N=C1\CCCc2c1[nH]c1ccc(Cl)cc21)c1ccncc1	-10	i	i	1	i	i	i	i	i	-3	i
C[C@H](NC(=O)C1CCN(S(=O)(=O)c2ccccc2)CC1)C(=O)NCc1cccc(Cl)c1	-10	i	i	-5	i	i	i	i	i	-2	i
O=C(c1ccccc1NS(=O)(=O)c1ccccc1[N+](=O)[O-])N1CCOCC1	-9	i	i	1	i	i	i	i	i	-7	i
COc1ccc(C(=O)NCCCc2ccccc2)cc1OC	-10	i	i	0	i	i	i	i	i	-4	i
CC(NS(C)(=O)=O)C(c1cccs1)N1CCN(Cc2ccccc2)CC1 (configuration not stated)	-7	i	i	-3	i	i	i	i	i	3	i
Cc1ccccc1/C(N)=N/OC(=O)/C=C/c1ccccc1	-12	i	i	-10	i	i	i	i	i	3	i
COc1ccc(S(=O)(=O)NC(C)CCc2ccccc2)cc1 (configuration not stated)	-8	i	i	2	i	i	i	i	i	0	i
Cc1ccc(S(=O)(=O)N2CCN(CCNC(=O)C(=O)Nc3ccc(F)cc3)CC2)cc1	-7	i	i	1	i	i	i	i	i	2	i
CCc1nn(C(C)C(=O)N2CCN(Cc3ccccc3)CC2)c(=O)c2cc3occc3n12 (configuration not stated)	-6	i	i	-7	i	i	i	i	i	-1	i
O=c1c2ccccc2nc2n1CCN2Cc1ccc(Cl)cc1	-22	i	i	9	i	i	i	i	i	-8	i
O=C(C1CC1)N1N=C(c2ccncc2)CC1(O)C(F)(F)F (configuration not stated)	-3	i	i	-3	i	i	i	i	i	-3	i
CCN(CC)CCSc1nnc2c3cc(F)ccc3n(Cc3ccccc3)c2n1	-14	i	i	3	i	i	i	i	i	-5	i
O=C(NCc1cccnc1)Nc1cccc(NC(=O)NCc2cccnc2)c1	-12	i	i	3	i	i	i	i	i	-3	i
COC(=O)CSc1nc2sc3c(c2c(=O)n1C1CCCCC1)CCN(C)C3	-12	i	i	25	i	x	i	i	i	4	x
N#Cc1nc(-c2ccccc2F)oc1NCCc1ccccn1	-2	i	i	-7	i	i	i	i	i	-11	i
CC(Oc1ccccc1F)C(=O)NNC(=O)CCS(=O)(=O)c1ccccc1Cl (configuration not stated)	-13	i	i	-7	i	i	i	i	i	-1	i
Cc1ccc(C)c(S(=O)(=O)N2CCCC2CNC(=O)C(=O)NCC2CCCO2)c1 (configuration not stated)	-16	i	i	-6	i	i	i	i	i	4	i
Cc1ccc(-n2c(C)cc(/C=C3\NC(=O)NC3=O)c2C)c(C)c1	-9	i	i	13	i	i	-7.6*	i	i	-5	i
Nc1cccc2c1C(=O)N(C(=O)c1cccc(S(=O)(=O)N3CCCCCC3)c1)C2=O	-2	i	i	-4	i	i	i	i	i	u	i
CCOc1ccc2nc(C)cc(C(=O)O)c2c1	-6	i	i	13	i	i	i	i	i	-7	i
COc1ccc(CNc2ccccc2SC)cc1OC	-8	i	i	-4	i	i	i	i	i	1	i
CCN(CC)/C(N)=N/c1nc(C)cc(C)n1	-11	i	i	4	i	i	i	i	i	-3	i
COc1cc(NC(=O)c2ccccc2-n2cnnn2)cc(OC)c1	-13	i	i	-2	i	i	i	i	i	-1	i
Cc1cc(C)cc(C(=O)NCCN2CCOCC2)c1	2	i	i	-4	i	i	i	i	i	4	i
Cc1ccc(NC(=O)CSc2ccc3nnc(-c4cccnc4)n3n2)cc1	-6	i	i	-1	i	i	i	i	i	x	i
Cc1c(C)n(Cc2ccc(Cl)cc2)c2ccc(C(=O)NCCN3CCOCC3)cc12	-11	i	i	-2	i	i	i	i	i	0	i
CC(C)C[C@H](NC(=O)OC(C)(C)C)C(=O)N1CCC(C(=O)N[C@@H](Cc2c[nH]c3ccccc23)C(=O)O)CC1	-4	i	i	-6	i	i	i	i	i	-1	i
CCCOc1ccc(C2c3c(oc4cc(C)c(C)cc4c3=O)C(=O)N2CCCN(C)C)cc1 (configuration not stated)	-5	i	i	1	i	i	i	i	i	5	i
Cc1ccccc1NC(=O)COc1ccc(Br)cc1CNCCCO	-7	i	i	-3	i	i	i	i	i	-2	i
CCN1CCN(Cc2ccc(NC(=O)c3ccc(C)c(NC(=O)c4nccnc4N)c3)cc2C(F)(F)F)CC1	-6	i	i	0	i	i	i	i	i	1	i
COc1ccc(CCNC(=O)c2cc3c(F)cccc3s2)cc1OC	-7	i	i	-2	i	i	i	i	i	1	i
CC(C)C[C@H](NS(=O)(=O)c1ccc(Br)cc1)C(=O)O	-7	i	i	-2	i	i	i	i	i	3	i
COc1cc([N+](=O)[O-])ccc1NC(=O)Nn1cnnc1	1	i	i	-6	i	i	i	i	i	-1	i
CSc1nnnn1-c1ccc(C(=O)OCC(=O)N2CCOCC2)cc1	-10	i	i	-5	i	i	i	i	i	-5	i
COc1ccc(CCNC(=O)Cn2cnc3c(cnn3C(C)(C)C)c2=O)cc1OC	-5	i	i	-5	i	i	i	i	i	-4	i
Cc1cc(=S)c2ccccc2[nH]1	-5	i	i	3	i	i	i	i	i	-3	i
COc1ccc(CNC(=O)[C@H](C)N2C(=O)N3CCc4c([nH]c5ccccc45)[C@@]3(C)C2=O)cc1OC	-5	i	i	3	i	-13*	i	i	i	-1	i
O=C(CN1CCOCC1)N/N=C/c1cc2ccccc2nc1Cl	-8	i	i	-5	i	i	i	i	i	1	i
COC(=O)Cc1nnc(NC(=O)C(C)C)s1	-4	i	i	3	25*	i	i	i	i	5	i
O=C(NCC1CCCO1)c1ccc(CNS(=O)(=O)c2cccc(Cl)c2)cc1 (configuration not stated)	-10	i	i	-1	i	i	i	i	i	-3	i
CCOc1c(OC)cccc1C(=O)NCC1(c2ccccc2)CCCC1	-8	i	i	0	i	i	i	i	i	u	i
Fc1ccc2nc(N3CCCC3)sc2c1	-3	i	i	-5	i	i	i	i	i	4	i
COc1cccc(CCNC(=O)CCc2nnc(-c3cc(C)oc3C)o2)c1	-9	i	i	-2	i	i	i	i	i	-2	i
O=C(Nc1nc2ccc(Cl)cc2s1)c1ccco1	-1	i	i	-3	i	i	i	i	i	-5	i
CCOc1ccc(C(=O)COC(C)=O)cc1	-5	i	i	2	i	i	i	i	i	8	i
CCOC(=O)c1c(C)[nH]c(C(=O)COC(=O)CNC(=O)c2ccc(Br)cc2)c1C	-12	i	i	2	i	i	i	i	i	4	i
CCC(=O)Nc1cc2c(cc1C(C)=O)OCCO2	-4	i	i	-10	i	i	i	i	i	0	i
O=C(c1ccco1)N1CCN=C1SCc1cccnc1	-8	i	i	0	i	i	i	i	i	2	i
Cc1cccc(NC(=S)N/N=C/c2ccc([N+](=O)[O-])s2)c1	-4	i	i	101*	i	i	i	i	i	9	i
Fc1ccccc1CN(CCN1CCOCC1)C(=S)Nc1ccccc1Cl	2	i	i	-2	i	i	i	i	i	u	i

Other entries
SMILES	hERG rescue	RGS4 block	KCNQ1 act	SKKanGAS inh	ANO1 block	ANO1 activ	RGS4 act	KCNK9 block	KCNQ1 block	HDAC3 inhib	KCNK3 inh
COc1ccc(-c2cn(-c3ccc(C)cc3)c(=O)n2CC(=O)Nc2cccc(F)c2)cc1	-8	i	i	21	i	i	i	i	i	20	i
Cc1ccc(C(=O)CSc2cc(C)[nH]c(=O)n2)cc1	-3	i	i	2	i	i	i	i	i	34*	i
COc1ccc(S(=O)(=O)N(C)CC(=O)Nc2ccc(C)cc2)cc1OC	-2	i	i	3	i	i	i	i	i	5	i
O=C(/C=C/c1ccco1)Nc1ccc(Oc2ccccc2)cc1	1	i	i	14	i	i	i	i	i	18	i
COc1cc(OC)c(/C=N/NC(=O)Cn2nc([N+](=O)[O-])cc2C)c(OC)c1	-10	i	i	-1	i	i	i	i	i	2	i
O=c1c2c(nc3nc(CCc4ccccc4)[nH]n13)CCC2	-1	i	i	x	i	i	i	i	i	2	i
COc1ccc(-c2cc(C(=O)OC(C)C(=O)Nc3c(C)n(C)n(-c4ccccc4)c3=O)c3ccccc3n2)cc1 (configuration not stated)	-17	i	i	24	i	i	i	i	i	15	i
